Bioassay records as filed in PubChem BioAssay.
GLS inh: blocks human kidney-isoform glutaminase activity. AID 624170. Potency, µM (highest dose often 45.5 µM), without a hit: at the highest dose activity change, negative = inhibition, hits mostly inhibitors. O94925. hit rate 0.21% among 410,000. GLS enzymatic activity, qHTS titration; note: % is set by controls: 0 for no effect and ±100 for the full control effect
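Enzyme dispensed in phosphate buffer (45 mM, pH 8.2, 0.02% Tween-20), compounds pinned in, then 1 mM L-glutamine solution and the glutamate oxidase–HRP–Amplex Red mix added; fluorescence read immediately and again after 30 min at room temperature.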
BLM inh: blocks DNA unwinding by human BLM helicase; Potency, µM (top dose mostly 56.1 µM), for inactives: at the highest dose activity change, negative = inhibition, most hits filed as inhibitors; hit rate 0.2% among 350,000; recombinant BLM DNA unwinding, fluorescence dequenching; P54132;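 note: plate controls were vehicle for no effect and no enzyme for full effect; nearly all actives have a fitted effect of over 35% in size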
HP1b binding inh: inhibitors of HP1-beta chromodomain binding to methylated histone tails; P83916; AlphaScreen HP1-beta / biotin-H3K9me3 peptide binding; Potency, µM (series often up to 114 µM), for inactives: top-dose activity change, negative = inhibition, usual class: inhibitors; hit rate 0.56% among 390,000; AID 540317; note: nearly all actives have a fitted effect of over 70% in size; inactives centre near 23
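AlphaScreen: HP1-beta (50 nM) preformed 30 min with biotin-H3(1-18)K9me3 peptide (50 nM) in PBS pH 7.4, 0.01% Tween-20. Compound added for 30 min at RT, then streptavidin donor/nickel chelate acceptor beads (10 ug/mL) for 30 min.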
BAZ2B block: BAZ2B (human) inhibition; Q9UIF8; AlphaScreen BAZ2B-H3K14Ac peptide displacement; Potency, µM (titrated, usually from 114 µM), for inactives: at the highest dose activity change, negative = inhibition, actives largely listed as inhibitors; hit rate 4.4% among 360,000; AID 504333; note: % is set by controls: 0 for no effect and ±100 for the full control effect; nearly all actives have a fitted effect of over 60% in size
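Compounds, titrated to a top concentration of 110 uM, were incubated 30 min at room temperature with preformed BAZ2B/acetyl-K14 H3 peptide complex (50 nM each). Proximity signal was measured by AlphaScreen after 20 min with beads.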
Tb PGK inh: blocks T. brucei phosphoglycerate kinase; hit rate 0.043% among 380,000; Potency, µM (highest dose often 57.5 µM), inactives show top-dose activity change, negative = inhibition, actives largely listed as inhibitors; PGK/GAPDH coupled, Kinase-Glo luminescence, 60 min; P07378; note: % is set by controls: 0 for no effect and ±100 for the full control effect; nearly all actives have a fitted effect of over 60% in size
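Recombinant glycosomal PGK reaction used 1,3-bisphosphoglycerate generated in-well by GAPDH (100nM final) in 100mM TEA pH 7.6, 5mM MgCl2, 0.01% Tween-20. After 60 minutes at room temperature, ATP was read by Kinase-Glo Plus luminescence end-point.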
POLI inh: DNA polymerase iota (human) inhibition. Q9UNA4. Pol iota fluorescent replication assay, 10 min. Potency, µM (highest dose often 115 µM), for the others: at the highest dose activity, negative = inhibition, hits mostly inhibitors. hit rate 1% among 390,000. AID 588590
Target sequence (Q9UNA4 whole entry, looked up): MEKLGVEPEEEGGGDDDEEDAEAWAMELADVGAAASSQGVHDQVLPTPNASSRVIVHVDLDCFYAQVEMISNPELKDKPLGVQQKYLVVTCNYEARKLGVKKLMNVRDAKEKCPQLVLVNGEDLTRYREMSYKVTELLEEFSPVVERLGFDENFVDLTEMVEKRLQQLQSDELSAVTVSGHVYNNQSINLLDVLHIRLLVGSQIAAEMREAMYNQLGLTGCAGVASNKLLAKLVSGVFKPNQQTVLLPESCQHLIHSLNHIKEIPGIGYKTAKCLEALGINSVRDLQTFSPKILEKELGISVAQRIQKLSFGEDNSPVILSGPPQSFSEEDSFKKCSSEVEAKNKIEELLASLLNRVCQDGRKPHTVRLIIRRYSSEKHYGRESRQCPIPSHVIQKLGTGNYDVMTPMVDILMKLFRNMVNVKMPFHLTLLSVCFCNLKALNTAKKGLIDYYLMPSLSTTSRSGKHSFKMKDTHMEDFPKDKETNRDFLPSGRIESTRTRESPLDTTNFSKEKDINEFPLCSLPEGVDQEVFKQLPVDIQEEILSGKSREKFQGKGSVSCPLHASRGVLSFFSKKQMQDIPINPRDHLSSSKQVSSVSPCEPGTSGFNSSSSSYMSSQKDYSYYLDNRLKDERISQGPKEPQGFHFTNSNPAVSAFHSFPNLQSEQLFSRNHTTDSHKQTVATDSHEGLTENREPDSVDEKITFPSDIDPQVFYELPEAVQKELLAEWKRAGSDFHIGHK
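Pol iota at 10 nM preincubated 15 min with compounds at room temperature; reaction started with fluorescent substrate, 50 nM final. Fluorescence read kinetically at 0 and 10 min; buffer-only wells as negative control.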
G9a inh: G9a (human) methyltransferase inhibition; hit rate 8.8% among 350,000; AID 504332; Potency, µM (top dose mostly 102 µM), for inactives: at the top dose activity, negative = inhibition, actives largely listed as inhibitors; G9a H3K9 monomethylation, AlphaScreen, 2 h; note: % is set by controls: 0 for no effect and ±100 for the full control effect; nearly all actives have a fitted effect of over 75% in size
Target sequence (Q96KQ7 913-1193 limits assumed): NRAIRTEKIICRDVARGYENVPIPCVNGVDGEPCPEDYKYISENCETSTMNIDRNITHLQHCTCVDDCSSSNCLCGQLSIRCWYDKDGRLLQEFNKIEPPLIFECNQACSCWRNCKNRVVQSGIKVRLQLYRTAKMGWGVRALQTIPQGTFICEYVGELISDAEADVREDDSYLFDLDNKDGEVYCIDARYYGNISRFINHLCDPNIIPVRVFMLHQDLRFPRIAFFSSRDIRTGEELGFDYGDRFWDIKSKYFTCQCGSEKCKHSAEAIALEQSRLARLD
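G9a (20 nM) was preincubated 15 min with compound, then reacted 2 h at room temperature with 500 nM biotin-H3K9 peptide and 20 µM SAM. Monomethyl-H3K9 detected by AlphaScreen using anti-H3K9me1 antibody.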
JMJD2A Tudor: JMJD2A Tudor domain (human) inhibition | O75164 | AlphaScreen JMJD2A-Tudor / H3K4me3 peptide binding | Potency, µM (top dose mostly 114 µM), for inactives: at the top dose activity change, negative = inhibition, most hits filed as inhibitors | hit rate 4.4% among 390,000; note: % is set by controls: 0 for no effect and ±100 for the full control effect; nearly all actives have a fitted effect of over 50% in size
Pin1 inhibitor: blocks the human prolyl isomerase Pin1 | Q13526 | Pin1 FP peptide displacement, HiFluor488, 10 min | Potency, µM (doses to about 115 µM), inactives show at the highest dose activity, negative = inhibition, actives largely listed as inhibitors | hit rate 0.009% among 390,000 | AID 504891; active = well fitted inhibition curve with a large enough effect in the polarisation, with a control signal flat, not every such curve was filed as active; inconclusive = small, poorly fitted or top-dose-only effect, or effect the other way, or a change in a side signal; inactive = no such curve, though single readings can be large or run the other way; the % refers to the polarisation; note: % is set by controls: 0 for no effect and ±100 for the full control effect
* marks the source's active call; other numbers are inactive results; i = inactive; u = inconclusive; x = not tested or not shown; & = joins results of further samples; [ ] = dose if it differs, or a comment. Unless noted, calls come from the whole dose curve; as a rule, active = well fitted curve in the direction sought with a large enough effect; inconclusive = small, poorly fitted or top-dose-only effect, or another doubt; inactive = no such curve, though single readings can be large; an effect the other way counts as inactive or inconclusive. Potency is the fitted concentration of half-maximal effect. These rows are one share of the data; the hit share may differ from the screen's.

POLI inh	JMJD2A Tudor	Tb PGK inh	GLS inh	G9a inh	Pin1 inhibitor	HP1b binding inh	BLM inh	BAZ2B block	mol
u	-2%	x	0%	10%	u	25%	1%	-2%	O=C(Nc1cccc(Cl)c1)c1ccc(NCC2CCCO2)c([N+](=O)[O-])c1 (stereo unspecified)
10%	-7%	i	9%	u	-2%	64%[activator]	0%	-26%[57.1 µM]	COc1ccc(CCNC(=O)[C@H](CC(C)C)NC(=O)N2CCn3c2nc2ccccc23)cc1OC
14%	-23%	-1%	27%	-21%	3%	15%	-4%	-2%	COC(=O)c1[nH]c2ccc(Br)cc2c1NC(=O)C(C)N1CCN(C2CCCCC2)CC1 (stereo unspecified)
26%	-29%	-4%	13%	-4%	5%	0%	-8%	-5%	COc1cc(/C=C2/SC(=O)N(CC(=O)N3CCCC3)C2=O)ccc1Oc1ccc([N+](=O)[O-])cn1
10%	-4%	-1%	-3%	13%	-1%	20%	1%	35%[activator]	Cc1ccc(CNC(=O)CN2CCCC(C)C2)cc1 (stereo unspecified)
-4%	12%[11.4 µM]	-14%	-6%	u	3%	-20%	-6%	-35%	O=c1c2c(nc3n1CCCCC3)sc1c(O)cccc12
6%	-11%	9%	0%	13µM*	-3%	-12%	-4%	-14%	COc1ccc(-c2cc(-c3ccccc3)nc(SCC(=O)Nc3ccccc3C)c2C#N)cc1
9%	-3%	x	5%	5%[59 µM]	-1%	22%	-3%	3%	CC(=O)c1cn(CC(=O)NCc2cccnc2)c2ccccc12
17%	-19%	-3%	-14%	u	-2%	62%[activator]	-1%	-27%	NC1=NC(=Nc2ccc(Br)cc2)c2ccccc21
5%	-19%	-3%	2%	-18%	4%	19%	0%	-39%	CCc1ccc(N2CC(C(=O)Nc3ccc(S(=O)(=O)Nc4ncccn4)cc3)CC2=O)cc1 (stereo unspecified)
7%	-12%	0%	2%	-1%[12.7 µM]	-3%	56%[activator]	x	1%	CC1CCCCC12NC(=O)N(CC(=O)N1CCN(Cc3ccc(C#N)cc3)CC1)C2=O (stereo unspecified)
2%	6%	-4%	-5%	-4%[59 µM]	1%	65%[activator]	-3%	3%	CCOc1ccc(-c2cc(C(=O)Oc3ccc(C#N)cc3)no2)cc1
11%	-9%	-3%	-11%	8%	-5%	36%	-1%	-21%	O=C(NCc1ccccn1)c1ccccc1-c1ccccc1
164%[activator]	-9%	i	0%	5%	6%	21%	0%	x	O=C(Nc1ccccc1)C1CCCCN1S(=O)(=O)c1ccccc1 (stereo unspecified)
19%	-5%	-7%	-4%	x	18%	58%[activator]	-6%	-16%	Cc1sc(NC(=O)c2cccnc2)nc1-c1ccccc1
66%[activator]	-22%	i	0%	17%	-4%	-7%	-3%	-14%	CCN(CC)C(CNC(=O)c1cc(=O)[nH]c2ccccc12)c1ccccc1Cl (stereo unspecified)
-1%	-26%	-8%	20%	u	12%	23%	-4%	-28%	COc1cccc(OC)c1C(=O)NC(=S)Nc1ccc2c(c1)C(=O)N(C)C2=O
-4%	-17%[57.1 µM]	-2%	-2%	-45%	16%	13%	3%	10%	COC(=O)c1ccc(C(=O)Nc2ccc3nc(-c4cccnc4)[nH]c3c2)cc1
24%	1%	i	-8%	3%	-1%	19%	-2%	-1%	CCn1nnc(NC(=O)c2ccc(Br)o2)n1
-4%&3%	u	7%	8%	20%[12.7 µM]	0%&7%	-12%&-8%	4%&5%	-34%	CCN(CC)CCC(c1ccc2c(c1)OCO2)c1c(OC)cc(OC)c2c(-c3ccccc3)cc(=O)oc12 (stereo unspecified)
34%[activator]	-11%	-3%	-1%	25%[59 µM]	-4%	45%	-13%	13%	C=CCn1c(SCC(=O)Nc2cc(OC)c(NC(=O)c3ccco3)cc2OC)nnc1-c1ccncc1
-20%	22%	x	-9%	15%[59 µM]	-2%	62%[activator]	-1%	37%	Clc1ccccc1CSc1ncccn1
23%	-11%	-12%	2%	4%[12.7 µM]	0%	17%	x	-3%	CC(OC(=O)Cn1cnc2c1c(=O)n(C)c(=O)n2C)C(=O)NC1CCCCC1C (stereo unspecified)
26%	u	-9%	21%	-12%[59 µM]	1%	10%	-5%	-38%	c1ccc(Cn2c(CNc3nc4ccccc4n3CCN3CCOCC3)nc3ccccc32)cc1
-1%	u	-2%	u	40µM*	1%	u	-9%	50µM*	Cc1cccc(Nc2nc(-c3ccc(O)c(O)c3)cs2)n1
32%[activator]	-15%	i	-2%	-6%	-1%	36%	-6%	-18%	Cc1ccc(NC(=O)c2ccc3c(c2)C(=O)N(c2cc(C)ccc2C)C3=O)nc1
5%	50µM*	6%	21%	16µM*	3%	u	-4%	18µM*	CC1CCN(C(c2ccc(N(C)C)cc2)c2nnnn2Cc2ccccc2)CC1 (stereo unspecified)
-6%	-15%	-7%	3%	25%	-4%	18%	-1%	-3%	CC(C)C(NS(=O)(=O)c1cccc2nsnc12)C(=O)NCc1ccc2c(c1)OCO2 (stereo unspecified)
u	-18%	-4%	33%[activator]	u	-5%	2%	-1%	3%	O=C(Nc1scc(-c2cccs2)c1C(=O)O)c1cccs1
24%	-9%	4%	3%	12%[59 µM]	4%	24%	0%	x	Cc1ccc(-n2c3nc(=O)[nH]c(=O)c-3cc3c(C)nn(-c4ccccc4)c32)cc1C
u	-32%	5%	-27%	32µM*	u	4%	-3%	13%	CCOc1ccccc1NC(=O)N1CCC(NC(=O)c2cccc(C)c2)CC1
-7%	-16%	-11%	2%	x	0%	11%	x	x	CC(=O)c1ccc(NC(=O)CN2C(=O)NC3(CCCc4ccccc43)C2=O)cc1 (stereo unspecified)
7%	-10%	1%	6%	-7%[59 µM]	10%	18%	-1%	-3%	O=C(CC(c1cccs1)N1Cc2ccccc2C1=O)Nc1ccccc1 (stereo unspecified)
-4%	-11%	-4%	-2%	3%	4%	5%	-3%	-26%	N#Cc1cc(C(=O)Cc2ccccc2)c[nH]1
-2%	u	0%	12%	28µM*	22%	-5%	-4%	u	COc1cc(/C=C(\C#N)C(=O)N2CCc3ccccc32)ccc1O
11%	-2%	i	6%	1%	7%	31%[activator]	0%	-35%	CC(=O)Nc1nonc1-c1nc2ccccc2n1CCC(C)C
18%	-21%	i	12%	2%[0.501 µM]	0%	32%	-9%	-10%	CC(=O)Oc1ccc2nc(/C=C/c3ccccc3)oc(=O)c2c1
7%	-10%	i	-1%	u	1%	32%	-2%	-5%	c1ccc(-c2cnc(-c3ccccc3)nc2)cc1
45%[activator]	-14%	x	1%	-23%[59 µM]	4%	32%	-1%	-6%	Cc1ccccc1OCCSc1nc(C)c(Cc2ccccc2)c(=O)[nH]1
18%	-6%	-12%	-1%	8%	-4%	60%[activator]	-1%	1%	COc1ccc(CNC(=O)c2c(-c3cc(Cl)c(OC)c(Cl)c3)noc2C)cc1
7%	-9%	-7%	-2%	u	2%	2%	4%	-21%	CC(C)CCn1c(SCC(=O)c2ccccc2)nc2c1c(=O)[nH]c(=O)n2C
12%	-34%	10%	38%[activator]	x	-1%	-13%	x	x	CCCc1cc(=O)[nH]c(SCC(=O)Nc2ccc(N3CCCCC3)cc2)n1
u	-31%	-19%	-9%	-3%	u	10%	-9%	-19%	CC1CCCN(C(C(=O)Nc2ccc(C(C)C)cc2)c2ccc3c(c2)OCO3)C1 (stereo unspecified)
2%	1%	-10%	9%	16%[59 µM]	-13%	49%[activator]	-11%	20%	C=CCOC(=O)C1=C(C)NC(C)=C(C(=O)OCC=C)C1c1cccs1
33%[activator]	0%	-2%	-1%	31%	-3%	32%	-2%	21%	Nc1nnc(COc2ccc(Br)cc2Br)s1
-10%	-14%	i	-5%	0%[59 µM]	0%	15%[57 µM]	-1%	-9%	Cn1cc(-c2cc3n(n2)CCC(=O)N3CCCC(=O)NCc2ccccc2)c2ccccc21
13%	-7%	0%	7%	-5%	-2%	38%	0%	18%	O=C(CSC1=NCCS1)N1CCCC1
10%	-2%	x	0%	10%[59 µM]	6%	11%	-2%	11%	Cc1cc2cc3c(cc2nc1SCC(=O)O)OCCO3
27%	-14%	-8%	2%	x	-5%	-4%	x	x	COc1ccc(NC(=O)c2oc3ccccc3c2NC(=O)c2ccc(OC)c(OC)c2)c(OC)c1
-4%	4%[57.1 µM]	-8%	34%	50µM*	-16%	-21%	-2%	u	O=C(O)CCc1ccc(-c2ccccc2)n1NC(=O)c1sc2ccccc2c1Cl
17%	-5%	2%	7%	25%[12.7 µM]	-9%	9%	0%	12%	CN1CCN(c2nc3c(c(=O)[nH]c(=O)n3C)n2CCOc2ccccc2)CC1
12%	-21%	6%	-3%	5%	0%	48%[activator]	-5%	-2%	O=C(NC1CCCCC1)[C@H](CSCc1ccccc1)N1Cc2ccccc2C1=O
11%	-7%	0%	1%	x	-5%	39%[activator]	0%[12.4 µM]	x	CCN1C(=O)N(C)[C@@H](c2ccccc2)C(C(C)=O)=C1C
9%	-9%	i	-2%	20%[12.7 µM]	5%	36%	1%	6%	CCSc1nnc(NC(=O)CCn2c(=O)oc3ccccc32)s1
141%[activator]	-17%	-6%	-2%	-1%	0%	12%	-2%	-3%	Cc1ccc(Cn2c(CCCO)nc3ccccc32)cc1
17%	u	-4%	-32%	-50%	-1%	41%	2%	-16%	COc1cc(NC(=O)Cn2ccsc2=N)c(C)cc1[N+](=O)[O-]

Full records, looked up by structure:
Shown for Nc1nnc(COc2ccc(Br)cc2Br)s1 → POLI inh = 33%[activator]; JMJD2A Tudor = 0%; Tb PGK inh = -2%; GLS inh = -1%; G9a inh = 31%; Pin1 inhibitor = -3%; HP1b binding inh = 32%; BLM inh = -2%; BAZ2B block = 21%
Shown for Cc1cc2cc3c(cc2nc1SCC(=O)O)OCCO3 → POLI inh = 10%; JMJD2A Tudor = -2%; Tb PGK inh = x; GLS inh = 0%; G9a inh = 10%[59 µM]; Pin1 inhibitor = 6%; HP1b binding inh = 11%; BLM inh = -2%; BAZ2B block = 11%
